Source: PubChem (National Center for Advancing Translational Sciences (NCATS))
Tau fluor counter – Counterscreen qHTS for Inhibitors of Tau Fibril Formation, Fluorescence Polarization. Potency, µM (top dose mostly 57.7 µM), without a hit: top-dose activity change, negative = decrease. tau K18 P301L Alexa594 fluorescence, heparin fibrillization. hit rate 0.93% among 280,000. AID 1463, 2008; note: potency is the fitted concentration of half-maximal effect; % is set by controls: 0 for no effect and ±100 for the full control effect; nearly all actives have a fitted effect of over 55% in size
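Human tau K18 P301L (15 uM unlabeled, 0.24 uM Alexa 594-labeled) in 100 mM sodium acetate pH 7 with 20 uM heparin, 6 hr at 37 C. ThT 30 uM added, 1 hr ambient; Alexa 594 FP and total fluorescence read at 555/632 nm.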
Tau fibril FP – qHTS for Inhibitors of Tau Fibril Formation, Fluorescence Polarization; K18 P301L tau heparin fibrillization, Alexa594 FP, 6 h; Potency, µM (series often up to 57.7 µM), for inactives: at the highest dose activity, negative = inhibition, actives largely listed as inhibitors; hit rate 0.39% among 280,000; AID 1468, 2008; note: potency is the fitted concentration of half-maximal effect; % is set by controls: 0 for no effect and ±100 for the full control effect; nearly all actives have a fitted effect of over 55% in size
Target sequence (P10636 561-689 P618L limits assumed): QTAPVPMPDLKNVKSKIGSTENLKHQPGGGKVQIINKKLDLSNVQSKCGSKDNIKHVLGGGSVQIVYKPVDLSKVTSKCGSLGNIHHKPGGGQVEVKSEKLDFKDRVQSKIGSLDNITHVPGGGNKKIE
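Human K18 P301L fragment (15 uM unlabeled plus 0.24 uM Alexa 594-labeled) in 100 mM sodium acetate pH 7 with compound, aggregation induced by 20 uM heparin for 6 hr at 37 C. ThT (30 uM) added for 1 hr, then Alexa 594 FP read.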
Epigenetic reg – Quantitative High-Throughput Screen for Regulators of Epigenetic Control; murine LDR cells, GFP reporter derepression, 30 h; Potency, µM (series often up to 53.9 µM), inactives show at the top dose GFP activation, actives largely listed as activators; hit rate 0.2% among 280,000; AID 1865, 2009; note: potency is the fitted concentration of half-maximal effect; % of control where 0% means no effect; nearly all actives have a fitted effect of over 60% in size
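Derepression of a silenced CMV-GFP reporter in murine LDR cells is scored by enumerating GFP-positive cells with a laser-scanning microplate cytometer after 30 hours of treatment at 37 C.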
CBFb-RUNX1 inh – qHTS Assay for Compounds Blocking the Interaction Between CBF-beta and RUNX1 for the Treatment of Acute Myeloid Leukemia; Runt-related transcription factor 1 (Homo sapiens) + Core-binding factor subunit beta …; AlphaScreen CBFb-His/RUNX1-biotin binding, biochemical; Potency, µM (series often up to 59.8 µM), inactives show at the highest dose activity, negative = inhibition, usual class: inhibitors; 230,000 tested, under 10 active; AID 1477, 2009; note: % of control where 0% means no effect
Target sequence (Q01196 whole entry, looked up): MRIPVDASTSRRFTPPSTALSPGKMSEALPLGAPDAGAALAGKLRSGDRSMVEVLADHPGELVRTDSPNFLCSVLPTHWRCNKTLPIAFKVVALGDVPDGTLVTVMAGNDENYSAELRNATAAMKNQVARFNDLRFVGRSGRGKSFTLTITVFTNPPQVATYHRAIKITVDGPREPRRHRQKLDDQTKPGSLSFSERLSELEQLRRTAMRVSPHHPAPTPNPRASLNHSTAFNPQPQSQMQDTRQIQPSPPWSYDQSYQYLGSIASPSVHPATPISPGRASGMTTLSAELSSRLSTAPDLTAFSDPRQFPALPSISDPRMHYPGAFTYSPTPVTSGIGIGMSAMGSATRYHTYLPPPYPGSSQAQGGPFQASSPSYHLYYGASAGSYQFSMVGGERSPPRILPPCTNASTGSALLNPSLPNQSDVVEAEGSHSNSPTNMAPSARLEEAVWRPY
Target sequence (Q13951 whole entry, looked up): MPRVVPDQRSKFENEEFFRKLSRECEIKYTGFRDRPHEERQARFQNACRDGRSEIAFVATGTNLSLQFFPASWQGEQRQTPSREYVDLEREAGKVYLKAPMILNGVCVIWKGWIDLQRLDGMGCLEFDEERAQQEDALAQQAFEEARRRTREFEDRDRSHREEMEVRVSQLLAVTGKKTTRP
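Proteins preincubated together for 20 min at RT before compound addition; 15 min later, nickel and streptavidin beads were added and left 90 min prior to AlphaScreen measurement.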
TexasRed fluor – Total Fluorescence Counterscreen for Inhibitors of the Interaction of Thyroid Hormone Receptor and Steroid Receptor Coregulator 2. TRb/SRC2 Texas Red total fluorescence interference. Potency, µM (series often up to 106 µM), without a hit: at the top dose fluorescence change, negative = quenching. hit rate 0.29% among 280,000. AID 1479, 2009; active = well fitted curve in either direction with a large enough effect; inconclusive = small, poorly fitted or top-dose-only effect; note: potency is the fitted concentration of half-maximal effect; % is set by controls: 0 for no effect and ±100 for the full control effect
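Human TRβ ligand-binding domain (0.6 uM) and Texas Red SRC2 peptide (20 nM) in Tris buffer with 1 uM T3 and 5% DMSO were incubated with pinned compound for 5 hr at ambient temperature. Total fluorescence was computed as S + 2P (555/632 nm).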
TRb SRC2 PPI – qHTS for Inhibitors of the Interaction of Thyroid Hormone Receptor and Steroid Receptor Coregulator 2; AID 1469, 2008; Potency, µM (titrated, usually from 106 µM), for the others: at the top dose activity change, negative = inhibition, most hits filed as inhibitors; hit rate 0.065% among 280,000; Thyroid hormone receptor beta (Homo sapiens), P10828; TRbeta-SRC2 peptide binding, fluorescence polarization; receptor liganded with 1 µM T3;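 note: potency is the fitted concentration of half-maximal effect; plate controls were bound peptide for no effect and peptide without receptor for full effect; nearly all actives have a fitted effect of over 50% in size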
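TRb LBD 0.6 uM + Texas Red SRC2 peptide 20 nM, 1 uM T3, Tris buffer w/ 5% DMSO; compound pinned, 5 h RT; FP read ex 555/em 632; normalized to unbound and bound controls.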
NPSR antagonist – qHTS Assay for Antagonists of the Neuropeptide S Receptor: cAMP Signal Transduction | Q6W5P4 | CHO-NPSR cells, cAMP TR-FRET, antagonist mode | Potency, µM (top dose mostly 38.3 µM), without a hit: at the highest dose activity change, negative = inhibition, usual class: inhibitors | hit rate 1% among 220,000 | AID 1461, 2008; note: potency is the fitted concentration of half-maximal effect; % is set by controls: 0 for no effect and ±100 for the full control effect; nearly all actives have a fitted effect of over 50% in size; many of its hits are not listed in these tables
GLA spleen mod – qHTS Assay for Inhibitors and Activators of Human alpha-Galactosidase From Spleen Homogenate; Alpha-galactosidase A (Homo sapiens), P06280; human spleen homogenate, 4MU-alpha-Gal fluorescence, 40 min; Potency, µM (titrated, usually from 80 µM), inactives show at the highest dose activity change, negative = inhibition, hits mostly inhibitors; hit rate 0.008% among 240,000; AID 2107, 2009;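 note: potency is the fitted concentration of half-maximal effect; 0% = enzyme with vehicle and -100% = no enzyme basal signal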
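Spleen homogenate 1 ug + cpd (titration) + 4-MU-alpha-D-galactopyranoside 1 mM; 37C 40 min; 50 mM citrate/phosphate pH 5.0, 0.01% Tween-20; stop pH 10; fluorescence 365/440; AC50 via Hill.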
The depositor's hits bear a star; ? = inconclusive; · = no result given; [ ] = remark or other dose. Unless noted, calls come from the whole dose curve; as a rule, active = well fitted curve in the direction sought with a large enough effect; inconclusive = small, poorly fitted or top-dose-only effect, or another doubt; inactive = no such curve, though single readings can be large; an effect the other way counts as inactive or inconclusive.

SMILES	Tau fluor counter	Tau fibril FP	Epigenetic reg	CBFb-RUNX1 inh	TexasRed fluor	TRb SRC2 PPI	NPSR antagonist	GLA spleen mod
O=C(COC(=O)c1ccc(F)cc1)Nc1ccccc1N1CCOCC1	-8%	-3%	-1.0%	10%	-2%	-10%	-2%[46.1 µM]	0%
Cc1ccccc1CCNCc1c(C(=O)O)c(C)n(Cc2c(F)cccc2Cl)c1C	-4%	-2%	-5.7%	·	-2%	4%	·	·
C/C(=N\NC(=O)c1ccc(NS(=O)(=O)c2cccs2)cc1)c1ccc2c(c1)OCO2	-9%	-3%	-4.8%	-11%	-1%	-8%	-26%	0%
CCOc1ccc2nc(NC(=O)CCn3cccc3)sc2c1	-22%	-10%	3.9%	-9%	2%	0%	-10%[46.1 µM]	3%
COCCn1c(SCC(=O)c2ccc3c(c2)OCCO3)nnc1-c1ccco1	0%	6%	-1.0%	3%	0%	-11%	-14%[46.1 µM]	-1%
CC1CCN(C(=O)c2[nH]cnc2C(=O)N[C@@H](C)C(=O)OC(C)(C)C)CC1	2%	6%	0.5%	7%	-1%	-2%	8%	1%
CSc1nc(-c2ccccc2)cn1-c1ccc(NC(C)=O)cc1	-19%	-8%	-6.4%	·	-6%	15%	-5%	-12%
CCCCNC(=O)c1onc(CSc2ccc(F)cc2)c1C(=O)NCCCC	-15%	-3%	0.4%	23%	-3%	8%	-43%	12%
CCOC(=O)N1CCc2c(sc3[nH]c(=S)[nH]c(=S)c23)C1	-9%	-3%	0.0%	10%	-7%	-4%	-42%	-10%
Cc1ccc(CC2S/C(=C(/C#N)C(=O)NCc3ccco3)N(c3ccccc3)C2=O)cc1 (stereo not given)	-4%	-14%	0.8%	0%	-2%	-5%	-12%[46.1 µM]	2%
O=C(Nc1ccc2nc(-c3ccc(Br)o3)[nH]c2c1)c1cccs1	?	5%	0.0%	-2%	-2%	4%	-16%[46.1 µM]	0%
COc1ccccc1CC(=O)Nc1ccc2c(c1)C(=O)NC2=O	0%	-7%	0.0%	0%	-2%	-4%	8%	10%

Part of the list above, reformatted:
SMILES | Tau fluor counter | Tau fibril FP | Epigenetic reg | CBFb-RUNX1 inh | TexasRed fluor | TRb SRC2 PPI | NPSR antagonist | GLA spleen mod
O=C(Nc1ccc2nc(-c3ccc(Br)o3)[nH]c2c1)c1cccs1 | ? | 5% | 0.0% | -2% | -2% | 4% | -16%[46.1 µM] | 0%
CSc1nc(-c2ccccc2)cn1-c1ccc(NC(C)=O)cc1 | -19% | -8% | -6.4% | · | -6% | 15% | -5% | -12%
O=C(COC(=O)c1ccc(F)cc1)Nc1ccccc1N1CCOCC1 | -8% | -3% | -1.0% | 10% | -2% | -10% | -2%[46.1 µM] | 0%
COc1ccccc1CC(=O)Nc1ccc2c(c1)C(=O)NC2=O | 0% | -7% | 0.0% | 0% | -2% | -4% | 8% | 10%
CCOc1ccc2nc(NC(=O)CCn3cccc3)sc2c1 | -22% | -10% | 3.9% | -9% | 2% | 0% | -10%[46.1 µM] | 3%
Cc1ccc(CC2S/C(=C(/C#N)C(=O)NCc3ccco3)N(c3ccccc3)C2=O)cc1 (stereo not given) | -4% | -14% | 0.8% | 0% | -2% | -5% | -12%[46.1 µM] | 2%
CCOC(=O)N1CCc2c(sc3[nH]c(=S)[nH]c(=S)c23)C1 | -9% | -3% | 0.0% | 10% | -7% | -4% | -42% | -10%

Next structures follow:
SMILES	Tau fluor counter	Tau fibril FP	Epigenetic reg	CBFb-RUNX1 inh	TexasRed fluor	TRb SRC2 PPI	NPSR antagonist	GLA spleen mod
COc1ccc(F)cc1S(=O)(=O)NC1CCCCCC1	4%	1%	0.0%	6%	-4%	-8%	-6%[46.1 µM]	-5%
Cc1onc(-c2ccccc2)c1C(=O)N1CCN(C(=O)c2ccco2)CC1	2%	-3%	0.0%	2%	-3%	2%	-7%[46.1 µM]	2%
COc1ccc(Cn2c(SC)nc3ccccc32)cc1[N+](=O)[O-]	-10%	-7%	0.0%	-1%	-3%	-2%	-22%[46.1 µM]	-1%
CCc1ccc(NC(=O)CCS(=O)(=O)c2ccc3c(c2)oc(=O)n3C)cc1	-5%	1%	-1.3%	·	-20%	-1%	·	·
O=C(Cc1cccs1)NCc1ccncc1	5%	5%	-1.0%	-5%	-7%	4%	6%[46.1 µM]	-6%
COc1ccc(Cl)cc1NC(=O)N1CCC(C)CC1	-22%	?	-4.2%	9%	0%	1%	28%	-5%
COCCCNC(=S)Nc1ccc2nc3n(c(=O)c2c1)CCCCC3	-6%	-3%	-0.1%	3%	0%	1%	15%	2%
Cc1ccccc1C(=O)Nc1ccccc1-c1nc(-c2ccccc2)no1	0%	4%	16%	·	-2%	4%	·	·
CCCn1c(=O)c2ccccc2n2c(SCCOc3ccccc3)nnc12	-3%	7%	5.6%	5%	-1%	0%	-29%[46.1 µM]	5%
O=c1c(C/C=C/c2ccccc2)c(O)ccn1CCc1c[nH]c2ccccc12	18µM*[quencher]	-5%	-0.1%	1%	0%	6%	-21%	0%
Cc1ccc(OCC(=O)NCC(=O)Nc2ccc(F)c(F)c2F)c([N+](=O)[O-])n1	0%	10%	0.0%	-6%	-1%	6%	16%	-3%
CC(=O)c1ccc(Sc2ccccc2)cc1	-6%	5%	-0.9%	22%	-1%	-8%	2%[46.1 µM]	-1%
Cc1cc2oc(=O)cc(CN3CCc4ccccc43)c2cc1Cl	-15%	-3%	1.0%	?	-6%	3%	-9%[46.1 µM]	-28%
Cc1ccc(=O)n(C(C(=O)NCc2ccco2)C(=O)c2ccc(F)cc2)c1 (stereo not given)	-5%	-9%	-1.0%	2%	-10%	1%	-5%[46.1 µM]	1%
CCOC(=O)CCNC(=O)N1CCCC(C(=O)c2cccc(Cl)c2)C1 (stereo not given)	-4%	-5%	-0.1%	13%	1%	4%	-8%	-3%
O=C(C1CCCCC1)N1CCC(c2nc3c(nnn3Cc3c(F)cccc3Cl)c(=O)[nH]2)CC1	-7%	-3%	0.0%	0%	-2%	-10%	-36%	-2%
Cc1ccc(Nc2cc(C)nn2-c2nc(C)cc(C)n2)cc1	-14%	3%	-3.2%	-4%	-4%	-2%	0.79µM*	-9%
COc1nc(OC)nc(N2CCC(C(=O)NCc3ccco3)CC2)n1	-1%	4%	-1.1%	2%	-2%	-12%	0%[46.1 µM]	11%
CCOC(=O)Cc1nc2nc(C)cc(C)n2n1	10%	-13%	-3.2%	1%	-1%	2%	13%	-3%
COC(=O)c1c(-c2cccc(OC)c2)csc1N	-24%	3%	0.0%	-7%	1%	-2%	-2%	1%
Cc1cc(C)c2c(N)c(C(=O)NCc3ccco3)sc2n1	-9%	6%	-1.0%	-1%	-2%	-8%	-1%	-1%
Cc1nnc(SCc2nc3sc4c(c3c(=O)[nH]2)CCCC4)[nH]c1=O	14%	6%	0.9%	1%	-7%	-8%	14%	10%
O=C(COc1nsnc1N1CCOCC1)N/N=C/c1ccccc1O	-10%	1%	-0.1%	1%	-6%	2%	2%	5%
c1ccc(Cn2c(-c3ccccc3)c[n+]3c2SCCC3)cc1	2%	2%	2.5%	1%	0%	1%	-15%	6%
Cc1onc(-c2c(F)cccc2Cl)c1C(=O)NCc1ccco1	1%	0%	2.0%	3%	-4%	-1%	-17%[46.1 µM]	0%
O=C(N/N=C(\c1ccccc1)c1ccccn1)c1cccc([N+](=O)[O-])c1	-22%	-4%	?	?	-2%	-1%	-47%	2%
O=C(NC1CCCCC1)C(c1ccc2ncccc2c1)N(Cc1ccc2c(c1)OCO2)C(=O)c1cccs1 (stereo not given)	-8%	-4%	0.0%	-2%	-5%	-4%	?	-2%
COCc1nnc(SCC(=O)NC(C)c2ccccc2)n1-c1ccccc1 (stereo not given)	-1%	11%	2.3%	11%	-2%	-4%	-5%[46.1 µM]	6%
COc1ccc(Cl)cc1NC(=O)c1c(NCc2sccc2C)sc2c1CCCC2	?	?	-1.1%	·	-2%	4%	·	·
COc1ccc(Br)cc1CN1CCN(C(=O)c2cccc(OC)c2OC)CC1	-3%	6%	0.8%	2%	-7%	3%	-8%[46.1 µM]	9%
Cc1ccc(C)c(OCC(=O)NCCNC(=O)COc2cc(C)ccc2C)c1	-9%	11%	0.0%	11%	-4%	9%	-14%[46.1 µM]	5%
O=C/C(=C\Nc1ccccn1)c1nc2cc(Cl)ccc2o1	2%	-5%	1.2%	11%	1%	10%	-16%[46.1 µM]	-4%
O=C(Cc1ccccc1)NC(Nc1cccc2ccccc12)C(Cl)(Cl)Cl (stereo not given)	-28%	-11%	1.2%	11%	0%	-4%	-18%[46.1 µM]	-1%
COc1ccc(C)cc1NS(=O)(=O)c1ccc2oc(=O)c3ncn(C)c3c2c1	0%	-6%	7.1%	·	0%	1%	·	·
CC/C(O)=C1\C(=O)CC(c2ccccc2)CC1=NCCc1c(C)[nH]c2ccc(C)cc12 (stereo not given)	-18%	7%	-0.5%	5%[2.36 µM]	-1%	4%	-27%	-2%

These rows are one share of the data. The share of hits here may be higher or lower than overall.
